# V1aR counter: agonists of human V1a receptor, primary screen, counter-screen for OXTR agonist project, fluorescence, CHO-V1R cells | Fluo-8 calcium fluorescence, agonist mode; 0% DMSO, 100% 3 nM vasopressin | activation, % at 3 µM | actives 0.25% (n = 320,000) | AID 2797, 2010;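 active = activation above the mean activation of all tested compounds plus 3 SD, per screening run, cut at about 20% in these data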;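 note: signal is peak over basal fluorescence ratio across a 100 second FLIPR read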
# GalR3 antag: GalR3 antagonists in HEK293 cells, primary screen, cell-based, fluorescence readout | Galanin receptor type 3 (Homo sapiens), O60755 | HEK293 GalR3-CNG cAMP membrane potential fluorescence; galR3 body fused to GalR1 C-terminus | inhibition, % at 3 µM | actives 0.44% (n = 360,000);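 active = inhibition above the screen-wide average plus 3 SD, cut at about 13% in these data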;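 note: forskolin and galanin both at EC90 stimulate the cells; cAMP rise reported by CNG channel membrane potential dye signal; 0% = forskolin plus galanin with DMSO and 100% = forskolin alone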
# NALP1 yeast inh: NALP1 inflammasome inhibitors in reconstituted yeast, colorimetric, S. cerevisiae, triplicate retest; inhibition, % at 10 µM; S. cerevisiae NALP1/ASC/caspase-1 growth, X-gal OD620, 72 h; actives 0.61% (n = 280,000); in the data active = inhibition mostly above about 24%, no sharp cut-off; inactive = mostly below about 32%; note: some compounds called inactive have numbers as strong as hits
# PHOSPHO1 block: PubChem AID 1565 | Phosphoethanolamine/phosphocholine phosphatase (Homo sapiens), Q8TCT1 | recombinant PHOSPHO1, absorbance phosphatase assay | inhibition, % at 13.3 µM | actives 1.1% (n = 290,000); in the data active = inhibition above about 60%
# MEKK2 mut-MEK5: MEK5 binding signal on mutant MEKK2 PB1, primary screen, biochemical, multiplex bead flow cytometry, Alexa488-MEK5. Alexa488-MEK5 binding to MEKK2 mutant. percent response, % at 10 µM. actives 0.35% (n = 290,000); in the data active = percent response above about 24%, passing the limit was not always enough; note: inactives centre near 1; some results filed as inactive read as strong as hits; reference of the scale not given here
# GPR7 antag: GPR7 receptor antagonists, primary screen, cell-based, fluorescence, single concentration; GPR7-expressing cells, fluorescence antagonist assay; Neuropeptides B/W receptor type 1 (Homo sapiens), P48145; inhibition, % at 4.4 µM; actives 1.1% (n = 290,000); AID 1861, 2009; in the data active = inhibition above about 16%, passing the limit was not always enough;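 note: cells stimulated with the agonist NPW; 0% = agonist with vehicle and 100% = vehicle without agonist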
# Target sequence (P48145 whole entry, looked up): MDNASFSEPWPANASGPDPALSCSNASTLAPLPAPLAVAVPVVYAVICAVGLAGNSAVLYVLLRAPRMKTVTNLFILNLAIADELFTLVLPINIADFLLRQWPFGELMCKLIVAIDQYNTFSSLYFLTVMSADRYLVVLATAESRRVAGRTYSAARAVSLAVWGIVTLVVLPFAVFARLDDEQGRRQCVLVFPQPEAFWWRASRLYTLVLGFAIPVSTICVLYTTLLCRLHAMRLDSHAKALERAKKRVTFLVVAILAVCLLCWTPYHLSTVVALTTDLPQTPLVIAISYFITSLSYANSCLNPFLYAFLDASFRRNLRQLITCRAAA
# MEKK2 WT-MEK5: modulators of MEK5 binding to wildtype MEKK2, primary screen, biochemical, multiplex bead flow cytometry, Alexa488-MEK5. Alexa488-MEK5 binding to MEKK2 WT; actives lie on both sides. binding response (% of control), % at 10 µM. actives 1.1% (n = 290,000). AID 1531, 2009; in the data active = binding response below about 67% or above about 130%
# MEKK3 PB1 HTS: modulators of MEKK3-MEK5 PB1 binding, primary screen, biochemical, wildtype MEKK3, multiplex bead flow cytometry, Alexa488-MEK5. Mitogen-activated protein kinase kinase kinase 3 (Homo sapiens), Q99759. bead-based flow cytometry, Alexa488-MEK5 binding to MEKK3; actives lie on both sides; 0 = blocked by unlabeled MEK5, 100 = vehicle. binding response (% of control), % at 10 µM. actives 1.4% (n = 290,000);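 active = binding response more than 3 SD above or below the average of its plate-row segment, actives on both sides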;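 note: Alexa488 bead fluorescence after subtracting the streptavidin-only scavenger bead signal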
# Target sequence (Q99759 whole entry, looked up): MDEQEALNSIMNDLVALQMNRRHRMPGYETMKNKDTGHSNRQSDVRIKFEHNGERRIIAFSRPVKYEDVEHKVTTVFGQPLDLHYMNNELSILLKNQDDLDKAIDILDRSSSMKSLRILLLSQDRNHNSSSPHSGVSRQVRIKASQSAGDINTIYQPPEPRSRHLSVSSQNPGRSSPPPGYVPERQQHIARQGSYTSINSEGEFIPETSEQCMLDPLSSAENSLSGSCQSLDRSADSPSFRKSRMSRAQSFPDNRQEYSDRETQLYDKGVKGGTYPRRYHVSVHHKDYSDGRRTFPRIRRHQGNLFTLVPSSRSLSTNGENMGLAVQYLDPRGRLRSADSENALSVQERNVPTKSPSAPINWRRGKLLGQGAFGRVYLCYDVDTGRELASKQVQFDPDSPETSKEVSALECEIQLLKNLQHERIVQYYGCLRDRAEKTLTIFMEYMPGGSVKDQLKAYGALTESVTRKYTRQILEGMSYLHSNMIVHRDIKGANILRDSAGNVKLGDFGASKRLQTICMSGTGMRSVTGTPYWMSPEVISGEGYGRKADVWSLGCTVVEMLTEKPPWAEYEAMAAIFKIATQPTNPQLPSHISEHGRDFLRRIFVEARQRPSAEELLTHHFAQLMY
# OXTR agonist: human OXTR agonists, primary screen, fluorescence, CHO-OTR cells, Fluo-8 calcium; Oxytocin receptor (Homo sapiens), P30559; Fluo-8 calcium fluorescence; normalized: DMSO 0%, oxytocin 100%; activation, % at 3 µM; actives 0.32% (n = 320,000); AID 2435, 2010;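 active = activation above the mean of all tested compounds plus 3 SD, cutoff set per screening run, cut at about 20% in these data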;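 note: peak over basal fluorescence ratio from a 100 s FLIPR kinetic read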
# * hit, by the source's call; x = not tested or not shown; [ ] = remark or other dose.
compound,V1aR counter,GalR3 antag,NALP1 yeast inh,PHOSPHO1 block,MEKK2 mut-MEK5,GPR7 antag,MEKK2 WT-MEK5,MEKK3 PB1 HTS,OXTR agonist
CCCC(c1nnnn1CS(=O)(=O)c1ccc(C)cc1)N1CCN(c2ccccc2)CC1 (configuration not stated),-1.2,-2,13,0,7,2,111,110,-1.2
COc1ccc(CNC(=O)COC(=O)Cc2ccc(Cl)cc2Cl)cc1,0.3,-5,19,-11,15,-5,103,100,-1.8
C=CCON1C(=O)C(=O)N(OCC=C)[C@H]2CCCC[C@H]21,-0.4,1,x,32,1,-7,99,99,0.3
CCNc1nc(SC(C)C(=O)Nc2ccccc2)nc(N(C)C)n1 (configuration not stated),1.6,-3,3,23,-9,-11,86,100,-1.4
CC(C)=CC(=O)OCC(=O)Nc1cccc([N+](=O)[O-])c1,1.0,-2,28,4,3,-1,104,102,2.1
Cc1cccc(-n2ncc3c2CCCC3NC(=O)CCc2cccnc2)c1C (configuration not stated),7.0,0,22,38,-1,-9,100,100,6.0
Cc1c(C(=O)CN2CCN(c3ccccc3)CC2)c2ccccc2n1C,2.1,-8,28,5,1,10,97,97,1.1
CC(OC(=O)C1=Cc2ccccc2OC1)C(=O)NCc1ccco1 (configuration not stated),1.4,-3,11,17,-4,-10,96,92,-0.1
CC1CCCCC1NC1=NCCCS1 (configuration not stated),0.9,x,9,32,2,-5,105,107,1.1
CCOC(=O)Cc1csc(NC(=O)c2ccc(Br)o2)n1,2.8,-1,-6,20,0,-8,112,114,2.7
Cc1cc(=O)[nH]c(N/N=C/c2c(C)nn(-c3ccc(F)cc3)c2Cl)n1,1.8,-4,14,0,x,9,x,x,-0.2
CCOC(=O)c1nn(-c2cccc(C)c2)c2nnc(Cc3ccc(C)cc3)c(=O)n12,-1.5,4,23,-15,-1,-4,108,104,-1.8
Cc1ccc(C(=O)NCCSc2ccc(Cl)cc2)cc1S(=O)(=O)Nc1ccccc1,0.1,-2,13,57,2,-9,105,104,2.0
CCOC(=O)C(C)Sc1ncc(OC)c(=O)[nH]1 (configuration not stated),1.0,-1,29,22,0,-8,103,99,0.9
COc1ccc(-n2nc(C(=O)NCC(=O)N3CCOCC3)c3ccccc3c2=O)c(OC)c1,0.0,-9,22,8,2,-7,105,103,0.7
Cc1nn(-c2ccccc2)c(NC(=O)c2cccs2)c(-c2ccccc2)c1=O,0.4,1,23,-2,0,-7,102,105,-0.2
CCN1CCCC1CNC(=O)c1c(O)c2c([nH]c1=O)CCCC2 (configuration not stated),1.5,-6,22,6,3,-17,111,104,0.8
Cc1cc2ncc(C(N)=O)cn2n1,0.7,-3,-10,-22,-6,-19,94,92,0.2
O=C(Nc1ccccc1C(=O)O)c1ncn[nH]1,x,3,18,25,-6,-8,100,96,x
C/C(=N\Nc1nc2ccccc2[nH]1)c1cccs1,1.3,-2,39,-11,2,-9,100,97,0.4

# Single values from the results shown:
# PHOSPHO1 block with Cc1cccc(-n2ncc3c2CCCC3NC(=O)CCc2cccnc2)c1C (configuration not stated) → 38
# NALP1 yeast inh with CCN1CCCC1CNC(=O)c1c(O)c2c([nH]c1=O)CCCC2 (configuration not stated) → 22
# OXTR agonist with CC(OC(=O)C1=Cc2ccccc2OC1)C(=O)NCc1ccco1 (configuration not stated) → -0.1

# Following part
compound,V1aR counter,GalR3 antag,NALP1 yeast inh,PHOSPHO1 block,MEKK2 mut-MEK5,GPR7 antag,MEKK2 WT-MEK5,MEKK3 PB1 HTS,OXTR agonist
CN(Cc1ccccc1)C(=O)Cn1c(=O)oc2cc(S(=O)(=O)NCc3ccccc3)ccc21,13,0,5,1,8,2,113,105,16
CC1(C)CC(=O)C(C=NCCCN2CCOCC2)=C(O)C1,1.1,3,9,25,8,-8,107,103,0.3
O=C1CC(c2ccccc2)CC(=NCCO)/C1=C(\O)CCCN1C(=O)c2ccccc2C1=O (configuration not stated),-0.7,1,6,11,-9,-15,94,102,-1.1
CCCCn1nc2cc(C(=O)NCc3cc(C(F)(F)F)cc(C(F)(F)F)c3)ccc2c1OC,0.4,-2,15,-42,-2,-15,96,101,0.3
C=CCOc1ccccc1CNn1nnnc1N,-0.6,-1,20,-13,6,-8,107,110,-0.1
CCOc1ccc(N2CC(C(=O)Nc3ccc(F)cc3F)CC2=O)cc1 (configuration not stated),-0.6,-1,22,29,2,0,112,110,-1.6
COc1ccc(Cl)cc1NC(=S)Nc1ccc(Cl)cn1,0.6,-5,2,28,-4,1,102,108,0.1
Cc1ccccc1NC(=O)CC1SC(=NC2CCCCC2)NC1=O (configuration not stated),0.3,-5,5,19,10,12,110,108,-1.2
Cc1cc(C)c(C)c(OCC(=O)N2CCN(c3ccccn3)CC2)c1,2.0,2,-4,38,0,13,101,101,0.2
Cc1cc(C)c2c(c1)c(C)cc1nnc(SCC(=O)c3cccs3)n12,-0.2,x,0,26,0,-3,95,97,-0.4
CSc1cccc(NC(=O)C(=O)NCc2ccccc2)c1,0.0,-5,-19,25,2,-13,99,100,-2.7
CCN1CCN(S(=O)(=O)c2ccc3c(c2)OCCO3)CC1,-0.8,-5,6,2,1,-3,99,103,-0.3
O=C(O)c1ccc2c(c1)C(=O)N(Cc1ccc3c(c1)OCO3)C2=O,0.0,-2,-16,4,0,9,100,98,0.2
O=C(O)C1CCCCC1C(=O)Nc1nc(-c2ccc(Cl)s2)cs1 (configuration not stated),0.0,-3,-5,16,-13,-4,80,100,-1.1
O=C(/C=C/c1ccco1)Nc1ccc2c(c1)OCCO2,-0.2,5,-9,16,-7,-9,93,94,-1.0
CCn1c(SCC(=O)c2ccc(C)cc2)nnc1-c1ccoc1C,3.1,-3,24,25,2,4,104,96,-2.0
Cc1cc(C)c(S(=O)(=O)N2CCN(C(=O)N3CCCCC3)CC2)c(C)c1,0.2,-5,3,-6,4,-10,102,97,-0.1
O=C1OCC(CO)(CO)N=C1NNc1cc(Cl)ccc1Cl,-0.9,-4,x,-6,0,-10,99,101,-0.9
C(=C\c1ccc2ccccc2n1)/c1ccccc1,-1.0,-1,x,28,-12,-5,34*[inhibitor],40*[inhibitor],-2.8
COc1cccc(C2(CSc3nnc(-c4cc(OC)c(OC)c(OC)c4)o3)OCCO2)c1,-0.7,-1,-41,18,x,-11,x,x,-2.4

# Exported with two lines to a compound: part of the list above.
# Values run as follows: V1aR counter, GalR3 antag, NALP1 yeast inh, PHOSPHO1 block, MEKK2 mut-MEK5, GPR7 antag, MEKK2 WT-MEK5, MEKK3 PB1 HTS, OXTR agonist
C=CCOc1ccccc1CNn1nnnc1N
  -0.6, -1, 20, -13, 6, -8, 107, 110, -0.1
CCOc1ccc(N2CC(C(=O)Nc3ccc(F)cc3F)CC2=O)cc1 (configuration not stated)
  -0.6, -1, 22, 29, 2, 0, 112, 110, -1.6

# Carrying on.
compound,V1aR counter,GalR3 antag,NALP1 yeast inh,PHOSPHO1 block,MEKK2 mut-MEK5,GPR7 antag,MEKK2 WT-MEK5,MEKK3 PB1 HTS,OXTR agonist
CCOC(=O)N1CCN(c2ncnc3scc(-c4ccc(Cl)cc4)c23)CC1,-1.4,x,-11,44,8,-6,106,109,-1.1
COc1cccc(NC(=S)N(CCN(C)C)C(C)c2ccncc2)c1 (configuration not stated),0.0,-7,x,34,-2,-10,100,104,1.0
CC(=O)CC(C)(C)Nc1nc2cc([N+](=O)[O-])ccc2o1,8.7,-4,x,22,3,-3,97,96,-0.7
O=C(N/N=C/c1ccc(Cl)c([N+](=O)[O-])c1)C1CC1,-0.1,2,-9,-28,-1,3,106,114,-0.9
Cc1cccc(-n2ncc3c2CCCC3NC(=O)Cn2cccn2)c1C (configuration not stated),4.4,-2,14,33,7,3,106,100,2.0
Fc1ccc(-c2nnc(-c3ccc(F)cc3)o2)cc1,x,-9,1,36,3,-8,106,103,x
Cc1nc(NS(=O)(=O)c2ccc(Cl)s2)c2c3c(sc2n1)CCCC3,5.1,-1,x,14,-26,-12,79,85,1.3
CC1=C(C(=O)Nc2ccccc2)C(c2ccc(C)cc2)N=C(Nc2nc3ccccc3o2)N1 (configuration not stated),0.6,-4,6,-1,-1,-12,95,95,-0.5
Clc1ccc2nc(CN3CCCCCC3)cn2c1,0.2,-4,20,28,-8,-13,81,78,0.5
O=C(Nc1ccccn1)c1cccc(S(=O)(=O)N2CCCCC2)c1,0.1,0,19,-13,0,-3,99,99,0.0
O=C(C1CCCCC1)N1CCN=C1SCc1cccc([N+](=O)[O-])c1,-1.4,-4,-10,57,-9,48*,88,95,-1.2
CC1(C)N=C(SCC(=O)Nc2ccc(Cl)cc2)C(c2ccc(Cl)cc2)=N1,1.9,-4,36*,17,4,-10,122,117,-1.2
CC(Nc1nc(-c2ccncc2)nc2ccccc12)c1ccccc1 (configuration not stated),0.2,-12,19,56,9,-9,103,106,-2.4
c1ccc(C(c2c[nH]c3ccccc23)c2c[nH]c3ccccc23)nc1,7.8,-6,3,9,4,7,100,105,4.9
COc1ccc(N2CCN(C3CCCN(C(=O)CN4CCCC4=O)C3)CC2)cc1 (configuration not stated),-0.3,-1,12,20,0,-6,102,101,0.1
c1ccc(N2CCN(Cc3cn4ccccc4n3)CC2)cc1,-0.6,-2,15,30,-3,-5,93,101,0.9
Cc1cc(NS(=O)(=O)c2ccc(CC(C)C)cc2)no1,-0.6,-5,0,12,3,-14,103,100,-0.9
CCN=C1SC(CC(=O)NC(N)=O)C(=O)N1CC (configuration not stated),0.6,-8,15,-8,-1,-7,88,96,2.5
COc1ccc(-n2c(C)cc(C(=O)Cn3c(NCCO)nc4ccccc43)c2C)cc1,2.3,-2,16,5,2,15,104,99,0.7
C(=N\c1nc2ccccc2n1Cc1ccccc1)/c1cccs1,4.8,-7,17,3,4,-5,103,102,5.8

# Remaining list, next part.
compound,V1aR counter,GalR3 antag,NALP1 yeast inh,PHOSPHO1 block,MEKK2 mut-MEK5,GPR7 antag,MEKK2 WT-MEK5,MEKK3 PB1 HTS,OXTR agonist
CN(CCOc1ccccc1)C(=O)c1cc([N+](=O)[O-])cc([N+](=O)[O-])c1,-0.3,-5,7,-24,-6,2,96,87,-0.2
O=C(NCCc1c[nH]c2ccccc12)c1ccc2c(c1)OCO2,4.8,-3,-5,19,0,5,102,102,2.2
FC(F)(F)c1cccc(NC(=S)NCc2ccccn2)c1,1.0,-3,14,-5,-1,20*,97,91,0.7
CCOC(=O)C1CCCN(C(=O)/C=C/c2ccc([N+](=O)[O-])cc2)C1 (configuration not stated),0.0,0,32,-1,9,6,100,96,-1.8
N#Cc1ccc(C23CC4(C2)[C@H](CN(P(=O)(c2ccccc2)c2ccccc2)[C@@H]4c2ccccc2)C3c2ccc(Cl)nc2)cc1 (some centres not stated),1.6,x,x,26,2,x,90,98,0.1
N=c1n(CCCOc2ccccc2Cl)c2ccccc2n1CC(N)=O,-1.2,-7,x,36,-16,-1,80,61,-0.2
CC(=O)c1sc(NC(=O)c2ccc(F)cc2)nc1-c1ccccc1,-0.1,-4,-30,32,0,-14,105,103,-1.1
O=C1N(Cc2cccc(Cl)c2)C[C@@H]2C[C@@H](c3cccn3-c3ccccn3)N3CCC[C@@]123,0.2,-5,-1,-10,-14,17,88,96,0.0
O=C(CN1CCC(C(=O)c2cccc(Cl)c2)CC1)Nc1ccc(C(=O)O)cc1,0.2,2,-2,5,-10,3,80,86,0.8

# Source: PubChem
